# Screening data as filed in PubChem.
# Runt-SMMHC FRET: inhibitors of RUNX1 Runt–CBFb-SMMHC binding, primary screen, biochemical, FRET, Cerulean-Runt, Venus-CBFb-SMMHC, uHTS; Runt-related transcription factor 1 (Homo sapiens) + Core-binding factor subunit beta …; Cerulean-Runt/Venus-CBFb-SMMHC FRET ratio 530/480, 1 h; inhibition, % at 20 µM; 0.74% of 220,000 active;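 active means mean inhibition across duplicate retests at 20 µM reaching about 50%, limit read from the data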;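 further: 0% = DMSO wells and 100% = wells with excess untagged CBFb-SMMHC; inhibitors lower the FRET ratio by blocking Runt binding to CBFb-SMMHC; some results filed as inactive read as strong as hits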
# Mdm2 ligase inh: MDM2-luciferase reporter signal enhancers, primary screen, MDM2 E3 ligase inhibitor project, cell-based, luminescence, 1536-well | E3 ubiquitin-protein ligase Mdm2 (Homo sapiens), Q00987 | cell-based MDM2 ubiquitination luciferase reporter, 2 h; 0 = plate control, 100 = twice control, blank-subtracted | signal enhancement, % at 5 µM | 0.11% of 210,000 active | AID 1230, 2008;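 active means signal enhancement of 30% or more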;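 further: luminescence tracks abundance of the self-degrading MDM2-luciferase fusion protein; higher signal means inhibition of MDM2 E3 ligase activity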
#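 Assay system: mammalian cells stably expressing self-ubiquitinating, self-degrading MDM2 E3–luciferase fusion. Quantity: 2000 cells in each well. Medium: DMEM culture medium. Compound dosing: single-point 5 µM. Timing: cell settling 4 h, compound treatment 2 h, both 37 °C. Technique: luciferase luminescence. Read-out basis: percent signal gain over controls, blank-subtracted. Benchmarks: plate controls and plate blanks.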
# TbHK1 inh: Trypanosoma brucei hexokinase 1 inhibitors, primary screen, biochemical, G6PDH-coupled NADH absorbance, MLSCN library | hexokinase 1 [Trypanosoma brucei] | recombinant TbHK1, G6PDH-coupled NADH A340 | inhibition, % at 10 µM | 0.11% of 220,000 active | AID 1430, 2008;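 active means inhibition of 50% or more in the single-dose primary screen; inactive means inhibition below 50%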
# EBV gp42 inh: Epstein-Barr virus gp42 inhibitors, primary screen, biochemical, uHTS, fluorescence polarization. Glycoprotein 42 (Epstein-Barr virus (strain AG876)), Q1HVG2. Fluorescence polarization binding assay, mP read-out. inhibition, % (tested at 21.74 µM). 0.42% of 220,000 active. AID 1085, 2008; in the data active means inhibition above about 50%
# Target sequence (Q1HVG2 whole entry, looked up): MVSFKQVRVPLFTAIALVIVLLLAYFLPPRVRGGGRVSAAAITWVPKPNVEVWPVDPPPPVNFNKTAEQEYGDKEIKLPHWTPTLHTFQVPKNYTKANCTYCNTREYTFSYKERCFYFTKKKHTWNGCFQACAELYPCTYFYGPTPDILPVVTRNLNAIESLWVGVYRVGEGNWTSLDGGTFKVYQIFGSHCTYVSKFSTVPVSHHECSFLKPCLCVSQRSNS
# Runt-CBFb FRET: inhibitors of RUNX1 Runt–CBFb binding, primary screen, biochemical, FRET, Cerulean-Runt, Venus-CBFb, uHTS; Cerulean-Runt/Venus-CBFb FRET ratio 530/480, 1 h; 0.46% of 220,000 active; inhibition, % at 20 µM; AID 1496, 2009; Runt-related transcription factor 1 (Homo sapiens) + Core-binding factor subunit beta …;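 active means inhibition over about 50% at 20 µM in the single-dose screen, limit read from the data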;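 further: 0% = DMSO wells and 100% = excess unlabeled CBFb competitor control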
#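 Assay system: Cerulean-tagged RUNX1 Runt domain (FRET donor) fusion protein / Amount: 100 nM each of Venus-CBFb and Cerulean-Runt domain / Medium: Tris buffer pH 7.5 with salts and BSA / Also added: Venus-CBFb 100 nM / Schedule: 1 h complex formation plus 1 h compound treatment, room temperature / Signal: FRET fluorescence / Read-out: loss of energy transfer signal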
# p47phox inh: p47phox/p22phox peptide binding inhibitors, primary screen, biochemical, uHTS, NADPH oxidase regulatory subunit. inhibition, % at 24.7 µM. 0.53% of 220,000 active. AID 1274, 2008. fluorescence polarization, 2 h. Neutrophil cytosol factor 1 (Homo sapiens), P14598;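 active means inhibition above about 30%, limit read from the data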;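 further: 0% = p47phox with labelled peptide and 100% = labelled peptide alone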
# Target sequence (P14598 whole entry, looked up): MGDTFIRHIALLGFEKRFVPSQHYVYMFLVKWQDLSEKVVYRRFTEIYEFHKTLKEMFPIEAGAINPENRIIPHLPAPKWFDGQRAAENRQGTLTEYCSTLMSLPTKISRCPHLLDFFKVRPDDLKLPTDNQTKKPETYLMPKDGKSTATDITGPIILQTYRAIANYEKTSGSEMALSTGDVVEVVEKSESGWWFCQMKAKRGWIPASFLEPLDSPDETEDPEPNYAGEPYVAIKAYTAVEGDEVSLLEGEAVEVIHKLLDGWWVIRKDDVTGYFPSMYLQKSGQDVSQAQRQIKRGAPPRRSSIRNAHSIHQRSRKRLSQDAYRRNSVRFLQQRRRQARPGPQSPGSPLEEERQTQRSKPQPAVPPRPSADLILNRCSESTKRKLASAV
# zVAD death inh: inhibitors of zVAD-triggered necroptosis, primary screen, L929 cells. L929 zVAD necroptosis rescue, ATP luminescence, 24 h; with zVAD 60 µM. 0.38% of 220,000 active. AID 1377, 2008. viability rescue, % at 10 µM;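 active means activation, scaled between plate controls, above about 75%, limit read from the data; inactive means activation under that limit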;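 further: 0% = zVAD with DMSO and 100% = DMSO alone without zVAD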
# 14-3-3 Bad inh: inhibitors of 14-3-3 zeta/Bad binding, primary screen, biochemical, TR-FRET, bovine 14-3-3 zeta | 14-3-3 protein zeta/delta (Bos taurus), P63103 | TR-FRET 14-3-3zeta/Dy647-pBad peptide displacement, 1 h | inhibition, % at 21.7 µM | 0.71% of 220,000 active;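 active means inhibition above about 70%, limit read from the data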;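 further: 0% = full 14-3-3 plus peptide FRET controls and 100% = background without 14-3-3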
# Target sequence (P63103 whole entry, looked up): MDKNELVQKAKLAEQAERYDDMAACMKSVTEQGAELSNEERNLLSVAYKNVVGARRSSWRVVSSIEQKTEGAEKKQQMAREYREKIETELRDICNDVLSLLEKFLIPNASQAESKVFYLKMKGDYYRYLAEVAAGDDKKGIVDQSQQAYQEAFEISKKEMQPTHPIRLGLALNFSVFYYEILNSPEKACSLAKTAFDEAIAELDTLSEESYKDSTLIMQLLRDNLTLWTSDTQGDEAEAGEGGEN
# Hck-Nef inh: inhibitors of Nef-activated human Hck kinase, primary screen, biochemical, Z-Lyte FRET, 384-well, Hck-YEEI | Tyrosine-protein kinase HCK (Homo sapiens), P08631 | Recombinant Hck-YEEI plus Nef, Z-Lyte FRET kinase assay | inhibition, % at 20 µM | 0.68% of 220,000 active | AID 463187, 2010;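 active means Hck-Nef kinase inhibition above about 50%, limit read from the data; inactive means inhibition below that limit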;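 further: 0% = DMSO with Hck plus Nef and 100% = Hck alone without Nef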
# The depositor's hits bear a star; . = no result given; [ ] = remark or other dose.
SMILES,Runt-SMMHC FRET,Mdm2 ligase inh,TbHK1 inh,EBV gp42 inh,Runt-CBFb FRET,p47phox inh,zVAD death inh,14-3-3 Bad inh,Hck-Nef inh
CC(=O)c1c(C(C)=O)c(C)n(Cc2ccc3c(c2)OCO3)c1C,-1,-16,0,-6,-3,-9,-0.7,-7[fluorescence artefact?],1
CC(C)C(=O)Nc1ccc(C(=O)NNC(=O)CCCOc2ccc(Cl)cc2Cl)cc1,5,-6,-5,-22,3,3,0.1,-8[fluorescence artefact?],2
COc1ccccc1NC(=O)N1CCN(c2ccc3nncn3n2)CC1,-4,-1,-14,-11,0,-1,-0.5,16,13
CN(C)c1cccc(N(C)C)c1CNC(=O)C(C)(C)C,0,-9,-7,-7,-1,-15,0.6,-3,13
COc1ccc2cc(CCNC(=O)C(C)(C)C)c(=O)[nH]c2c1,4,-36,-22,-14,4,-10,0.8,13,-6
COCCCNC(=S)N(Cc1ccccc1)Cc1ccc(F)cc1,-1,-14,4,15,0,-1,-0.1,-1,-18
CCCCOC(=O)Nc1nnc(CC)s1,-6,.,-6,-17,0,-7,-0.1,-9,0
Cc1ccc2oc(=O)c(/C=C(\O)c3ccco3)nc2c1,-13,0,-21,-24,20,-46,5.8,-4,8
O=C(COC(=O)/C=C/c1ccc(S(=O)(=O)N2CCCCCC2)cc1)NCc1ccccc1Cl,2,-1,20,-7,-2,-10,0.0,-4[fluorescence artefact?],4
COc1ccc(NC(C)=O)cc1S(=O)(=O)N1CCN(C/C=C/c2ccccc2)CC1,-4,-33,-11,-1,-3,1,1.8,-4,-12
CC(C)=C1SC(N2CCN(c3cccc(C)c3)CC2)=NC1=O,3,-11,-5,-31,2,-12,-0.1,-19,2
CN(c1ccccc1)S(=O)(=O)c1cc(C(=O)OCC(N)=O)ccc1Cl,1,2,0,-14,-1,-10,-0.3,-3,-15
OC1(c2cccs2)CN(c2ccc(Cl)cc2)C2=[N+]1CCCS2 (centres undefined),0,-13,-1,-1,4,3,0.1,6,-2
CCN1C(=O)NC2C1N(S(C)(=O)=O)CCN2S(C)(=O)=O (centres undefined),-3,-4,-1,-13,0,-5,0.9,10[fluorescence artefact?],0
O=C(Nc1ccccc1)Nc1ccc(Cl)c([N+](=O)[O-])c1,-1,-16,-3,11,1,-32,44,0,1
CO/C(N)=C(\C#N)N=Cc1ccccc1Cl,-2,8,-9,-2,0,-15,2.3,-5,-2
C/C(=N\NC(=O)Cc1c(C)[nH][nH]c1=O)c1cccc(Br)c1,-7,.,-1,17,2,-4,0.2,6,26
CCOc1cc2[nH]c(=S)n(Cc3ccc(C(=O)NCCOC)cc3)c(=O)c2cc1OCC,-3,-11,-15,-16,-2,0,-0.1,.,1
CN(C(=O)COC(=O)/C=C/c1ccc(S(=O)(=O)N2CCc3ccccc32)cc1)C1CCS(=O)(=O)C1 (centres undefined),-4,-1,-3,-1,-4,-52,0.1,-13,1
Cc1ccc(Cl)cc1N1CCN(C(c2ccc(C#N)cc2)c2nnnn2C2CCCC2)CC1 (centres undefined),5,-14,-16,-3,2,-8,-0.2,11,-1
Cc1cc(C(=O)O)ccc1-n1c(C)ccc1C,.,-7,22,-10,.,-25,-0.3,0,19
COc1cc2c(C(=O)NCc3ccc4c(c3)OCO4)cn(C)c(=O)c2cc1OC,0,-6,-22,-11,-2,-2,-0.6,9,0
O=C(OCC(=O)N(C1CCCCC1)C1CCCCC1)c1cnccn1,1,4,-6,-20,0,-14,3.8,-9,3
COc1ccccc1NC(=O)CSc1ncnc2c1oc1ccccc12,0,1,-3,-15,-4,4,-0.2,0,1
Nc1nc(NCCCN2CCOCC2)nc(Nc2ccc(Cl)cc2)c1[N+](=O)[O-],0,-8,-39,11,-1,-47,-0.5,-1,24
CCOc1ccc(S(=O)(=O)NCc2ccc(F)cc2)c2cccnc12,-5,-9,-8,-20,-2,-5,2.2,16[fluorescence artefact?],1
CCOc1ccc(C(=O)NC(C(=O)NCc2ccccn2)C(C)C)cc1 (centres undefined),0,-13,-7,-18,2,1,0.4,1,1
CC(C)(C)c1cc[n+](-c2nc([O-])sc2C=O)cc1,-3,-3,-14,17,0,4,.,-1[fluorescence artefact?],-1
COCCN(C(=S)Nc1ccc(C)cc1C)C(C)c1cccs1 (centres undefined),-4,-7,-3,-30,-1,-4,-0.6,-8,26
COC(=O)c1ccc(N=NNc2ccc(C(=O)OC)cc2)cc1,-1,-25,-24,-10,-2,-13,1.5,19,0
COc1cc(NS(=O)(=O)c2ccc(NC(=O)COc3ccccc3Cl)cc2)nc(OC)n1,-8,-11,-4,-17,-1,-58,1.2,11,6
CNCCCOc1ccc2c(c1)CCC2,2,-11,-2,-12,1,0,2.9,15,15
CC12COC3(C(N)=O)CC1CCC32C (centres undefined),5,-14,10,-12,0,5,0.0,5[fluorescence artefact?],0
Nc1nnc(N2CCc3ccccc32)s1,-3,-7,1,-16,2,-14,5.7,2,0
Cc1cc(NC(=O)c2cncc(Br)c2)n(-c2ccccn2)n1,0,-11,-7,-11,-1,0,0.7,-3,-1
C=CCn1c(CCc2cc(C(C)(C)C)c(O)c(C(C)(C)C)c2)n[nH]c1=S,8,-18,4,0,2,1,-1.3,-11,21
Nc1cccnc1Oc1ccc(F)cc1,-2,-5,-3,1,0,8,1.8,-7,-16
COc1cc(/C=C2/SC(N)=NC2=O)ccc1Oc1ccc([N+](=O)[O-])cc1[N+](=O)[O-],1,0,-25,23,0,-17,4.5,47,22
Cc1cc(NC(=O)COc2c(C)cccc2C)no1,-1,-13,1,-5,0,.,-0.3,-7,-13
Cc1cccn2c(=O)c3cc(C(=O)NC4CCS(=O)(=O)C4)sc3nc12 (centres undefined),9,-9,-15,-6,6,-4,2.7,2,19
Cc1ccc(S(=O)(=O)N2CCCC(C(=O)NCC(C)C)C2)cc1 (centres undefined),1,-10,-4,1,0,-5,0.9,-8,16
CN(C)S(=O)(=O)c1ccc(Cl)c(NC(=O)CN2CCc3ccccc3C2)c1,2,4,-5,7,-3,-62,0.9,-4,0
Cc1cc(C)c(S(=O)(=O)N(C)CC(=O)N2CCCCC2)c(C)c1,2,9,-7,-12,0,-9,-0.8,6,-3
Cc1cc(C(=O)OCC(=O)Nc2cc(C(F)(F)F)ccc2N2CCOCC2)c(C)o1,2,-10,6,-28,-2,-7,0.8,.,-1
O=C(N/C(=C/c1cccc([N+](=O)[O-])c1)C(=O)N1CCCCC1)c1cccs1,0,-3,28,-14,1,-4,1.3,-18,1

# Of the compounds above, two contain bromine.
SMILES,Runt-SMMHC FRET,Mdm2 ligase inh,TbHK1 inh,EBV gp42 inh,Runt-CBFb FRET,p47phox inh,zVAD death inh,14-3-3 Bad inh,Hck-Nef inh
C/C(=N\NC(=O)Cc1c(C)[nH][nH]c1=O)c1cccc(Br)c1,-7,.,-1,17,2,-4,0.2,6,26
Cc1cc(NC(=O)c2cncc(Br)c2)n(-c2ccccn2)n1,0,-11,-7,-11,-1,0,0.7,-3,-1

# New compounds follow:
SMILES,Runt-SMMHC FRET,Mdm2 ligase inh,TbHK1 inh,EBV gp42 inh,Runt-CBFb FRET,p47phox inh,zVAD death inh,14-3-3 Bad inh,Hck-Nef inh
Nc1nc2c(s1)COc1ccccc1-2,-4,-5,-8,-7,5,-12,12,-7,26
Cn1c(=O)cc(OCCCC(=O)NCc2ccco2)c2ccccc21,1,-4,-9,16,1,3,0.0,4,1
CC(C)CN1CCN(Cc2cccc3cccnc23)CC1CCO (centres undefined),-2,-3,3,7,1,-4,-0.7,-6,18
CC1=C(C#N)C(=O)N(C2CCS(=O)(=O)C2)C(=O)/C1=C\c1ccco1 (centres undefined),-144,-14,-9,124*,12,-11,0.0,77*,100*
COc1cc(/C=C2\SC(=S)N(Nc3ncc(C(F)(F)F)cc3Cl)C2=O)cc(OC)c1OC,-17,-6,-3,-33,-4,-24,0.1,3,-1
CC1Cc2nc(SCC(=O)N3CCc4ccccc43)n(C)c(=O)c2S1 (centres undefined),-1,-6,-10,-4,-4,34*,-0.1,-22,1
COc1ccc(NC(=O)c2c(C(F)(F)F)nn(C)c2Cl)cc1,1,-5,-5,-11,1,0,1.3,-4,14
COc1ccc(/C=C/C(=O)Nc2nc(C)c(C(=O)N(C)C)s2)cc1OC,6,0,-29,-8,0,-1,.,4,6
Cc1ccc(C(=O)c2cc3ccccc3o2)cc1C,2,-5,-3,-15,-2,-16,1.8,-2[fluorescence artefact?],-18
FC(F)(F)c1ccc(-n2ccnc2)nc1,0,-10,0,1,-1,-3,0.3,-9,2
Cn1c(=O)c2c(nc(NCCCN3CCOCC3)n2Cc2cccc(Cl)c2)n(C)c1=O,-3,.,-2,.,-2,.,0.8,.,3
O=C(c1cc(-c2ccco2)nc2ccccc12)N1CCN(c2ccc(F)cc2)CC1,13,-15,-3,1,8,-1,0.4,-2,5
Cc1[nH]n(-c2c(Cl)cc(Cl)cc2Cl)c(=O)c1C=Nc1ccc(S(=O)(=O)N2CCOCC2)cc1,0,4,33,-6,0,-3,-0.1,-6,2
Cc1cc(=O)c2cc(Br)ccc2[nH]1,2,-21,-17,-10,1,-2,-0.1,4,0
CCOC(=O)Cc1csc(NC(=O)CSc2nnc(-c3cccnc3)n2Cc2ccco2)n1,1,14,2,-15,4,5,-0.4,-4,7
CCC(C)C(NC(=O)C1CCC(C)CC1)C(=O)NC(C(=O)OC)C(C)C (centres undefined),2,1,-1,-4,3,-8,-0.6,-1,-1
COc1ccc(CCN=C(N)NS(=O)(=O)c2ccccc2)cc1OC,-2,-10,-3,0,0,-8,1.3,-8,2
CCCCOC(=O)C1[C@H]2C(=O)N(Cc3cccs3)C[C@]23C=C[C@H]1O3 (some centres undefined),-1,-14,-8,3,1,-12,-0.2,1,0
CCc1c(C)c2c(C)nn(-c3ccccc3)c2oc1=O,2,-5,-5,-11,-1,9,0.7,4,10
O=C(CCS(=O)(=O)Cc1ccccc1F)NCc1ccccc1Cl,2,5,-2,1,0,1,0.8,-7,18
Cn1c(NCCCO)nc2c1c(=O)n(Cc1ccccc1F)c(=O)n2C,2,8,-1,3,-1,-15,0.2,-11,7
Cc1cc2cc(CN(CC3CCCO3)C(=S)Nc3ccccc3)c(=O)[nH]c2cc1C (centres undefined),2,3,1,-4,0,-12,0.7,-16[fluorescence artefact?],8
